L3MBTL1 inh = inhibitors of human L3MBTL1 | Potency, µM (series often up to 57.1 µM), inactives show at the top dose activity, negative = inhibition, usual class: inhibitors | Q9Y468 | AlphaScreen L3MBTL1–H3K9me1 peptide binding | 230,000 compounds, 0.66% hits; further: nearly all actives have a fitted effect of over 60% in size
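L3MBTL1 50 nM + b-AHA-H3(1-15)K9me1 75 nM, 30 min RT; compound added, 30 min RT; streptavidin donor/Ni-chelate acceptor beads 10 ug/mL each final, 30 min RT dark; AlphaScreen read.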
TexasRed fluor = alters Texas Red total fluorescence, flagging assay interference; 280,000 compounds, 0.29% hits; TRb/SRC2 Texas Red total fluorescence interference; Potency, µM (series often up to 106 µM), inactives show at the highest dose fluorescence change, negative = quenching; active means well fitted curve in either direction with a large enough effect; inconclusive means small, poorly fitted or top-dose-only effect
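Human TRβ ligand-binding domain (0.6 uM) and Texas Red SRC2 peptide (20 nM) in Tris buffer with 1 uM T3 and 5% DMSO were incubated with pinned compound for 5 hr at ambient temperature. Total fluorescence was computed as S + 2P (555/632 nm).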
Tau fluor counter = counter-screen for tau fibril formation inhibitors; tau K18 P301L Alexa594 fluorescence, heparin fibrillization; Potency, µM (titrated, usually from 57.7 µM), without a hit: at the highest dose activity change, negative = decrease; 280,000 compounds, 0.93% hits; AID 1463; further: nearly all actives have a fitted effect of over 55% in size
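Human tau K18 P301L (15 uM unlabeled, 0.24 uM Alexa 594-labeled) in 100 mM sodium acetate pH 7 with 20 uM heparin, 6 hr at 37 C. ThT 30 uM added, 1 hr ambient; Alexa 594 FP and total fluorescence read at 555/632 nm.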
Tau ThT inhib = blocks human tau fibril formation measured by thioflavin T; P10636; recombinant tau K18 P301L (four-repeat tau fragment), heparin-induced fibrillization, ThT fluorescence; Potency, µM (top dose mostly 57.4 µM), without a hit: at the top dose activity, negative = inhibition, actives largely listed as inhibitors; 270,000 compounds, 2.1% hits; AID 1460; further: nearly all actives have a fitted effect of over 55% in size
Target sequence (P10636 561-689 P618L limits assumed): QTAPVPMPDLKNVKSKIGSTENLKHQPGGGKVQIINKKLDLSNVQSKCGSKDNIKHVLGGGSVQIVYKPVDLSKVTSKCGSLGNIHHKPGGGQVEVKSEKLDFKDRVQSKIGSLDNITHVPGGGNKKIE
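Recombinant human tau K18 fragment […] carrying P301L, 15 uM unlabeled plus 0.24 uM Alexa 594-labeled, was fibrillized with 20 uM heparin in 100 mM sodium acetate pH 7 for 6 hr at 37 C; 30 uM ThT fluorescence read after 1 hr.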
GLA spleen mod = inhibits or activates alpha-galactosidase in human spleen homogenate | human spleen homogenate, 4MU-alpha-Gal fluorescence, 40 min | P06280 | 240,000 compounds, 0.008% hits | Potency, µM (highest dose often 80 µM), inactives show at the top dose activity change, negative = inhibition, usual class: inhibitors;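 further: 0% = enzyme with vehicle and -100% = no enzyme basal signal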
Target sequence (P06280 32-429 limits assumed): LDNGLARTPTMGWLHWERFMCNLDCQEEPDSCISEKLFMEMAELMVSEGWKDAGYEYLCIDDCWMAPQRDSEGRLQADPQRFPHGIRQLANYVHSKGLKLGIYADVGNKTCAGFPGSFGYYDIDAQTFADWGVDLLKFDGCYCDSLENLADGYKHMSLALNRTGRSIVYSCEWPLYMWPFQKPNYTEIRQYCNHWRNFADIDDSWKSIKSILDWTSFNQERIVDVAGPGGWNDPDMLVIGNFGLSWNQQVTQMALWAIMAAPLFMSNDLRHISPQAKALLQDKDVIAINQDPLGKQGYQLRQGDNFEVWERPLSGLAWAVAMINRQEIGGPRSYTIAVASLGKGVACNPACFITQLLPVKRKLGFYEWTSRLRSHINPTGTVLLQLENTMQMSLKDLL
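Human spleen homogenate (1 ug) was the enzyme source, with 4-methylumbelliferyl-alpha-D-galactopyranoside (1 mM final) in pH 5.0 citrate buffer with 0.01% Tween-20. Compounds were titrated; after 40 min at 37C, NaOH/glycine stop, 4-MU fluorescence read; AC50 from Hill fits.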
TRb SRC2 PPI = disrupts binding of human TR beta to SRC2; 280,000 compounds, 0.065% hits; TRbeta-SRC2 peptide binding, fluorescence polarization; receptor liganded with 1 µM T3; Potency, µM (highest dose often 106 µM), for inactives: top-dose activity change, negative = inhibition, hits mostly inhibitors;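 further: plate controls were bound peptide for no effect and peptide without receptor for full effect; nearly all actives have a fitted effect of over 50% in size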
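Human TRb ligand-binding domain (0.6 uM) is mixed with 20 nM Texas Red SRC2 peptide and 1 uM T3; after compound addition and 5 hr at ambient temperature, polarization is measured and normalized to unbound and bound controls.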
Tau fibril FP = inhibitors of human tau fibril formation; P10636; K18 P301L tau heparin fibrillization, Alexa594 FP, 6 h; Potency, µM (titrated, usually from 57.7 µM), for the others: at the highest dose activity, negative = inhibition, hits mostly inhibitors; 280,000 compounds, 0.39% hits; AID 1468; further: nearly all actives have a fitted effect of over 55% in size
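Compound effects on tau fibrillization are measured by Alexa 594 fluorescence polarization (ex 555, em 632 nm). K18 P301L tau is used at 15 uM with 0.24 uM labeled tracer, and 20 uM heparin induces aggregation over 6 hr at 37 C.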
ALDH1A1 block = ALDH1A1 (human) enzyme inhibition; P00352; Purified ALDH1A1, NADH fluorescence, propionaldehyde substrate; Potency, µM (top dose mostly 75.3 µM), inactives show at the highest dose activity, negative = inhibition, usual class: inhibitors; 220,000 compounds, 7.3% hits; AID 1030; active means well fitted inhibition curve with a large enough effect, not every such curve was filed as active; inconclusive means small, poorly fitted or top-dose-only effect, or another doubt; inactive means no such curve, though single readings can be large or run the other way;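 further: plate controls were no enzyme wells and a reference inhibitor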
Target sequence (P00352 whole entry, looked up): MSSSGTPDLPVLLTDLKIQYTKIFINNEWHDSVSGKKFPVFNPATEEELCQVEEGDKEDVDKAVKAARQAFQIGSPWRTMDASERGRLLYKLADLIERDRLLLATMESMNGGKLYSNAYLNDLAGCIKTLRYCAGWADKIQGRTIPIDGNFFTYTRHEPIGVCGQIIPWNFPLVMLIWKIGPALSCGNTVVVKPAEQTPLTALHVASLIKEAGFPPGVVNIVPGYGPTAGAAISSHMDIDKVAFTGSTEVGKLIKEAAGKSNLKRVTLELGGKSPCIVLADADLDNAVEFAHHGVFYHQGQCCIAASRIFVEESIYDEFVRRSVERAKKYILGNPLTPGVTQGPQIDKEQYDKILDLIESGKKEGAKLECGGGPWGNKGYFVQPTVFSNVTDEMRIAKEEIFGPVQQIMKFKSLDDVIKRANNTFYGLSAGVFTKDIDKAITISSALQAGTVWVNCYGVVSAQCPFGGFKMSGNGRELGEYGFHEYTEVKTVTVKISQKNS
* hit, by the source's call; ? = inconclusive; . = no result given; & = joins results of further samples; [ ] = another dose, or the depositor's remark. Unless noted, the call rests on the fitted dose curve; in most records, active means well fitted curve in the direction sought with a large enough effect; inconclusive means small, poorly fitted or top-dose-only effect, or another doubt; inactive means no such curve, though single readings can be large; an effect the other way counts as inactive or inconclusive. Unless noted, on the % scale 0 is the no-effect control and ±100 the full control effect; potency means the concentration at half of the fitted maximal effect.

SMILES	L3MBTL1 inh	TexasRed fluor	Tau fluor counter	Tau ThT inhib	GLA spleen mod	TRb SRC2 PPI	Tau fibril FP	ALDH1A1 block
Cc1cccc(NC(=O)CN(c2ccc(C(C)C)cc2)S(=O)(=O)c2c(C)nn(C)c2C)n1	.	-2%	-19%	-21%	7%	-2%	?	-11%
CCc1nn2cc(-c3ccccc3)nc2s1	8%	-1%	-9%	-14%	1%	5%	-4%	0%
CCOC(=O)C1=C(CSc2nccn2C)NC(=O)NC1c1cc(C)ccc1C (centres undefined)	.	0%	-11%	-9%	1%	-7%	-2%	10%
CCOC(=O)Cn1nc2sc3ccccc3n2c(=O)c1=O	2%	0%	3%	-4%	13%	-9%	-1%	.
CCN1CCN(c2nc(Nc3ccccc3)nc(N)c2[N+](=O)[O-])CC1	-14%	2%	-4%	?	-4%	9%	0%	13%
CCn1c(C)nc2cc(C(=O)n3cc(C(=O)c4ccccc4O)cn3)ccc21	-4%	1%	-20%	-11%	-7%	-1%	-12%	4%
Cn1c(=O)n(C)c2cc(S(=O)(=O)N3CCCc4ccccc43)ccc21	-25%[11.4 µM]	-1%	-3%	-4%	-5%	-6%	-11%	?
Cc1cc(C)c(N(C(=O)Cn2nnc3ccccc32)C(C(=O)NC(C)(C)C)c2ccsc2)c(C)c1 (centres undefined)	-7%	-2%	-1%	-3%	0%	9%	9%	14%
CCCCC(=O)Nc1ccc(NC(=O)c2ccc(C)c([N+](=O)[O-])c2)cc1OC	8%	1%	-26%	?	2%	4%	-3%	13%
CCc1cccc2c(C=C(C#N)C#N)cn(CC(=O)N3CCCCC3)c12	4%	-2%	-5%	5%	-15%	1%	0%	13%
CCCSC1=C(C#N)C(c2cccs2)C(C(=O)Nc2ccccc2)=C(C)N1 (centres undefined)	-6%	1%	3%	9%	0%	-4%	0%	?
CC(C)Oc1ccc(C(=O)Nc2ccc(N3CCCC3)cc2)cc1	-16%	-3%	?	?	2%	-12%	?	?
COc1cc(OC)c(-c2nn3c(-c4ccncc4)nnc3s2)cc1OC	-3%	-2%	-4%	-14%	11%	-1%	3%	8%
CC(C)N(C(=O)CSc1nc2ccccc2c(=O)[nH]1)C(C)C	6%	-2%	-5%	-5%	5%	-10%	1%	-2%
CCOC(=O)c1oc2c(c1C)C(=O)CCC2	-1%	-3%	0%	4%	1%	0%	-5%	0%
Cc1ccc(NC(=O)c2ccc(F)c(S(=O)(=O)NCCc3ccccc3)c2)cc1F	.	-1%	7.1µM*[quencher]	10%	.	5%	25µM*	.
COc1ccc(S(=O)(=O)N(C)CC(=O)NCc2ccco2)cc1	-9%	-3%	-2%	?	1%	-1%	-7%	35µM*
Cc1ccc(N2CCN(/N=C/c3ccccc3[N+](=O)[O-])CC2)cc1	?	1%	2%	5%	-1%	4%	0%	16µM*
O=C(Cn1c(-c2cscn2)nc2ccccc21)Nc1ccc(Cl)cc1	-3%	0%	-16%	-10%	-1%	-2%	-1%	?
Cc1ccc(C(C)C)c(OCC(=O)N/N=C/c2ccc(S(=O)(=O)O)o2)c1	-4%	1%	1%	4%	4%	-2%	-4%	.
Cc1ccc(-n2nnc(-c3cc4ccccc4nc3Cl)n2)cc1	17%	-3%	-14%	?	-1%	-1%	-8%	?
C=CCOc1ccc(/C=N/Nc2ccccn2)cc1OC	4%	-12%	-23%	?	-18%	-6%	-1%	0%
Cc1cc(C)cc(CSc2nnc(C)c(=O)[nH]2)c1	-7%	-1%	-8%	-13%	3%	-6%	-4%	-5%
CC(=O)c1ccc(N/N=C(/C(N)=O)C2=NC(C)(C)Cc3ccccc32)cc1	-5%	-1%	-26%	?	-17%	2%	5%	-4%
COc1cc(NC(=O)c2noc3c2CCCC3)c(OC)cc1Cl	-3%	2%	3%	-13%	12%	-4%	-2%	?
CC(=O)Cc1nsc(NC(=O)c2ccc(-c3ccc(F)cc3)o2)n1	-5%	-3%	-2%	-3%	-5%	-3%	13%	?
CCN(CC)C(=O)CSc1nnc(-c2cc(OC)cc(OC)c2)o1	-9%	1%	-3%	-2%	11%	-12%	-10%	?
NC(=O)CCCCC(N)=O	.	0%	.	.	9%	-6%	.	-7%
CCOC(=O)N/N=C1/C[C@@H](O)[C@@H](O)[C@@H]2[C@@H]3C(=O)N(Cc4ccc5c(c4)OCO5)C(=O)[C@H]3CC[C@H]12	.	-5%[11.2 µM]	2%[11.6 µM]	4%[11.5 µM]	2%[17.5 µM]	5%[11.2 µM]	7%[11.6 µM]	18%[13.5 µM]
COc1ccc2oc(-c3cccc(NC(=O)c4ccc(C#N)cc4F)c3)nc2c1	.	1%	-1%	8%	.	7%	-4%	.

Profiles, quoted from the list.
NC(=O)CCCCC(N)=O reads L3MBTL1 inh = .; TexasRed fluor = 0%; Tau fluor counter = .; Tau ThT inhib = .; GLA spleen mod = 9%; TRb SRC2 PPI = -6%; Tau fibril FP = .; ALDH1A1 block = -7%
Cc1ccc(N2CCN(/N=C/c3ccccc3[N+](=O)[O-])CC2)cc1 reads L3MBTL1 inh = ?; TexasRed fluor = 1%; Tau fluor counter = 2%; Tau ThT inhib = 5%; GLA spleen mod = -1%; TRb SRC2 PPI = 4%; Tau fibril FP = 0%; ALDH1A1 block = 16µM*

(further entries)
SMILES	L3MBTL1 inh	TexasRed fluor	Tau fluor counter	Tau ThT inhib	GLA spleen mod	TRb SRC2 PPI	Tau fibril FP	ALDH1A1 block
Cc1ncc([N+](=O)[O-])n1CC(=O)Nc1ccc2c(c1)OCO2	3%	-2%	-2%	-1%	-4%	-7%	-2%	1%
Cc1c(NC(=O)c2ccc3c(c2)OCO3)c(=O)n(-c2ccccc2)n1C	.	5%	5%	0%	4%	-12%	-2%	-12%
CCOC(=O)c1sc(NC(=O)C2c3ccccc3Oc3ccccc32)c(C#N)c1C	.	6%	-25%	?	.	4%	?	.
O=C(c1ccccc1)c1ccc(OC(=O)N2CCOCC2)cc1	6%	-3%	-4%	2%	0%	-1%	-4%	-7%
N#C/C(=C/c1ccc(Cl)cc1)NC(=O)c1ccccc1	.	-7%	-2%	10%	?	-7%	-4%	-1%
O=C(CN1C(=O)c2ccccc2S1(=O)=O)N1CCOCC1	-4%	-1%	4%	1%	-4%	-4%	2%	-2%
CCC1=C2CC[C@H]3C(=O)NC(=O)[C@H]3[C@H]2[C@@]2(C)C(=O)N(CC3CC3)C(=O)N2C1=O	.	-14%	-4%	-1%	-14%	11%	-7%	-2%
CN1/C(=C\C(=O)CSc2ncn[nH]2)C(C)(C)c2ccccc21	10%	0%	-12%	?	-6%	5%	1%	?
Oc1ccc(-c2nccc(-c3ccc(Cl)cc3Cl)n2)cc1	.	-1%	?	-14%	7%	1%	-12%	-10%
Cn1cc(CNCc2cn[nH]c2-c2ccc(F)cc2)c(-c2ccc3c(c2)OCCO3)n1	6%	-2%[53 µM]	-8%	-7%	5%	5%[53 µM]	-6%	?
O=C(c1cc(-c2ccc(Cl)c(Cl)c2)on1)N1CCCC1	5%	2%	-4%	-12%	-2%	11%	-7%	13%
CCOc1ccc(S(=O)(=O)c2cn(Cc3ccccc3)c3ccc(OCC)cc3c2=O)cc1	.	0%	-19%	-13%	.	-2%	-3%	.
CCOC(=O)CC(NC(=O)CCc1c(C)nc2ncnn2c1C)c1ccc(OC(C)C)cc1 (centres undefined)	.	2%&-56%	-4%&-11%	-2%&-4%	-5%	-12%&-7%	4%&-7%	-10%
Cc1cc(C)c(NC(=O)CN2C(=O)NC(Cc3ccccc3)C2=O)c(C)c1 (centres undefined)	-7%	-2%	-3%	-3%	-2%	-6%	-3%	?
CC(C)OC(=O)CSc1nc2ccccc2s1	.	-3%	-6%	-1%	0%	6%	-6%	11µM*
c1coc(CNc2ncnc3sc4c(c23)CCCCC4)c1	-3%	5%	3%	-11%	1%	-3%	-2%	?
CCc1nnc(NS(=O)(=O)c2ccc(N/C=C/C(=O)c3ccc(OC)cc3)cc2)s1	1%	-2%	-10%	?	-12%	-1%	-7%	?
Cc1ccc(C)c(NC(=O)C2CCN(c3cc(C)nc4c(-c5ccc(Cl)cc5)c(C)nn34)CC2)c1	.	0%	-8%	-5%	.	-5%	-6%	.
CCN(CC)S(=O)(=O)c1cccc(NC2=NCCCCC2)c1	7%	-3%	-11%	-6%	4%	1%	-2%	.
O=C(NCCCN1CCCC1=O)c1ccc(OCc2ccccc2)cc1	.	-2%	-3%	-10%	0%	-2%	-2%	0%
c1ccc(-c2nnc3n2N=C(c2ccc4c(c2)OCO4)CS3)nc1	?	0%	-2%	-4%	3%	3%	1%	1%
O=C(CC(=O)c1ccccc1)Nc1cccnc1	33%[activator]	1%	0%	0%	-3%	-9%	8%	?
Cc1nn(Cc2ccccc2)c(C)c1NC(=O)c1noc2c1CCc1ccccc1-2	.	4%	-13%	?	5%	5%	-2%	-9%
CCC(CC)C(=O)Nc1c2c(nn1-c1ccc(OC)cc1)CS(=O)C2 (centres undefined)	.	-1%	-2%	-1%	6%	-5%	1%	10%
CCCn1c(=O)c2sccc2n2c(CCCC(=O)Nc3ccccc3OCC)nnc12	.	-1%	-6%	-2%	.	-8%	-6%	.
COc1ccc(C2=C(C)C(=O)N(Cc3ccc(C(=O)Nc4cc(C)ccc4C)cc3)S2(=O)=O)cc1	.	1%	-12%	2%	.	0%	1%	.
CCOC(=O)C1=C(C)NC2=C(C(=O)C(C(=O)OCC)C(c3ccccc3OC)C2)C1c1ccccn1 (centres undefined)	11%	-2%	-12%	-9%	18%	2%	10%	?
CCOc1ccccc1NC(=O)c1cc2c(=O)n(Cc3cccnc3)ccc2nc1C	.	-5%	-11%	-4%	.	2%	-2%	.
COC(=O)c1cc2oc(C)cc2n1CC(=O)Nc1ccc(C)c(C)c1	-10%	-4%	-12%	?	4%	-14%	2%	?
O=C(NCCCN1CCCC1)Nc1cccc2ccccc12	-2%	2%	-21%	-18%	0%	3%	3%	-7%

From PubChem
